PrPC surface inh: inhibitors of human cell surface prion protein PrPC, primary screen, cell-based, TR-FRET; AID 720596, 2013; Major prion protein (Homo sapiens), P04156; inhibition, % at 13.8 µM; TR-FRET read-out; 370,000 compounds, 0.43% hits; in the data active = inhibition above about 24%; also: 0% = median of the test wells and 100% = reference compound wells
GDH-TPI inh: GDH-TPI coupling enzyme inhibitors, primary screen, artefact control for M. tuberculosis FBA inhibitor project, biochemical, absorbance, full deck; GDH-TPI coupled enzyme counterscreen, NADH absorbance; inhibition, % at 4.8 µM; 360,000 compounds, 1.2% hits; AID 588335, 2011;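 also: 0% = DMSO wells and 100% = wells lacking the enzyme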
CCHFV vOTU inh: CCHFV vOTU protease inhibitors, primary screen, biochemical, Pep-AMC substrate, fluorescence. inhibition, % at 11.5 µM. 370,000 compounds, 0.55% hits. AID 651958, 2012; also: 0% = vehicle wells with enzyme and 100% = no enzyme wells
FBA Mtb inh: Mtb FBA enzyme inhibitors, primary screen, biochemical, fluorescence, strain H37Rv. Fructose-bisphosphate aldolase (Mycobacterium tuberculosis (strain ATCC 25618 / H37Rv)), …. purified M. tuberculosis FBA, fluorescence read-out. inhibition, % at 1 µM. 360,000 compounds, 2.3% hits. AID 588726, 2011; in the data active = inhibition above about 27%;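 also: 0% = vehicle and 100% = reference inhibitor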
Target sequence (P9WQA3 whole entry, looked up): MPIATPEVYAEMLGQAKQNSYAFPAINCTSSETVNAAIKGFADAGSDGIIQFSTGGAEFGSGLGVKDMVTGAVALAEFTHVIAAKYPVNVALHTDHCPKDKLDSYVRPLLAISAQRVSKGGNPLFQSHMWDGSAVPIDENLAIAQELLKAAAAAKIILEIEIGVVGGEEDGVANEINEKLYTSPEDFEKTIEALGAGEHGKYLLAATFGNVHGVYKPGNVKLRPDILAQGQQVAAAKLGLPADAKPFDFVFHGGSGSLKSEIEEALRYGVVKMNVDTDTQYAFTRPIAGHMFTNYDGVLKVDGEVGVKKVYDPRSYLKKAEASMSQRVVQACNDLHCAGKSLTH
Mtb UGM inh: M. tuberculosis UGM enzyme inhibitors, primary screen, biochemical, fluorescence polarization, single point. purified UGM, fluorescence polarization probe displacement. 320,000 compounds, 0.06% hits. UDP-galactopyranose mutase (Mycobacterium tuberculosis (strain ATCC 25618 / H37Rv)), …. AID 504406, 2011. inhibition, % at 10 µM; in the data active = inhibition above about 10%, passing the limit was not always enough; inconclusive = no clear call, values can overlap the other calls
Target sequence (P9WIQ1 whole entry, looked up): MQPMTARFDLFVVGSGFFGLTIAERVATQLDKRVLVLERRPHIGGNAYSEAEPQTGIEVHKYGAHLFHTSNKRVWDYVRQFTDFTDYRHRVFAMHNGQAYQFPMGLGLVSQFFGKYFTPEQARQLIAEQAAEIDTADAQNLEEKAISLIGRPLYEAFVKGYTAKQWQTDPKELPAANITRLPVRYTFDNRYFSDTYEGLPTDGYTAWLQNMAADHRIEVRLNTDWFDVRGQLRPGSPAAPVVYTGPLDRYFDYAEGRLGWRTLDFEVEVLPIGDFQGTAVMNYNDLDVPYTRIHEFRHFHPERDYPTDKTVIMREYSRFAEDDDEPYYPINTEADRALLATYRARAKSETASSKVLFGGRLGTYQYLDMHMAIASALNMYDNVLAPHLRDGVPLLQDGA
BioA inh: M. tuberculosis BioA enzyme inhibitors, primary screen, biochemical, plate reader, single point, HTS; AID 602481, 2012; purified M. tuberculosis BioA enzyme; inhibition, % at 9.99 µM; 360,000 compounds, 0.096% hits; 7,8-diaminopelargonic acid synthase BioA (Mycobacterium tuberculosis); in the data active = inhibition above about 40%; inconclusive = no clear call, values can overlap the other calls
BoNT F protease: BoNT/F light chain protease inhibitors, primary screen, biochemical, flow cytometry, MLPCN library; Multiplex microsphere protease cleavage assay; inhibition, % at 10 µM; 360,000 compounds, 0.22% hits; AID 588497, 2011; in the data active = inhibition above about 35%, passing the limit was not always enough; inconclusive = no clear call, values can overlap the other calls; also: plate controls were buffer without enzyme for full effect and enzyme alone for no effect
BoNT A protease: BoNT/A light chain protease inhibitors, primary screen, biochemical, flow cytometry, MLPCN library; Botulinum neurotoxin type A light chain protease (Clostridium botulinum A str. ATCC 3502); multiplex microsphere protease substrate cleavage; inhibition, % at 10 µM; 360,000 compounds, 0.17% hits; AID 588499, 2011; in the data active = inhibition above about 30%; inconclusive = no clear call, values can overlap the other calls; also: plate controls were buffer without enzyme for full effect and enzyme alone for no effect
FadD28 binding: inhibitors of FadD28 bisubstrate probe binding, primary screen, biochemical, fluorescence polarization, single point. Mycobacterium tuberculosis FadD28 fatty-acid-AMP ligase. inhibition, % at 12.5 µM. 360,000 compounds, 0.22% hits. AID 588549, 2011; in the data active = inhibition above about 8.5%, passing the limit was not always enough; inconclusive = no clear call, values can overlap the other calls
* hit, by the source's call; ? = inconclusive; . = not tested or not shown. Rule as the data show it, unless noted: active = inhibition above about 30%; inactive = the rest. Compounds were not picked by outcome, and some 4.8% of all compounds hit somewhere here.

SMILES	PrPC surface inh	GDH-TPI inh	CCHFV vOTU inh	FBA Mtb inh	Mtb UGM inh	BioA inh	BoNT F protease	BoNT A protease	FadD28 binding
O=C(Nc1nnc(C23CC4CC(CC(C4)C2)C3)s1)c1ccco1	-3	-2	-1	-1	-2.2	-5.6	-12	-1.5	0.3
CCN(CC)S(=O)(=O)c1ccc(N2CCOCC2)c(NC(=O)c2cc3ccccc3oc2=O)c1	-7	8	13	1	2.3	0.2	7	0.1	-7.3
Cc1ccc(S(=O)(=O)N2C3C=CC(C3)C2C(=O)O)cc1 (stereo not drawn)	14	6	2	2	0.2	-1.6	5	0.0	0.7
CNC(=O)CN(c1ccc(Oc2ccccc2)cc1)S(=O)(=O)c1ccc(C)cc1	1	6	-4	0	0.1	-0.6	-5	-7.0	-1.1
CCOc1ccc(CCNC(=O)c2cc3ccccn3n2)cc1OCC	1	-17	4	1	0.5	31	-5	0.8	-0.5
NN1C(=O)/C(=C\c2ccco2)SC1=S	1	11	10	-1	1.4	-0.3	-2	0.7	0.2
O=C(c1cccs1)N(Cc1ccc(Cl)cc1)C1CCS(=O)(=O)C1 (stereo not drawn)	6	-3	6	-1	0.3	2.8	4	0.4	-6.0
O=C(c1ccc(-c2ccc([N+](=O)[O-])cc2)o1)N1CCCCC1	-38	29	24	1	4.9	3.3	-5	1.8	-1.8
COc1ccc(C(=O)C2CCCN(Cc3c[nH]c4ccccc34)C2)c(OC)c1 (stereo not drawn)	-13	5	-7	-3	0.5	.	-3	0.5	-3.3
CC(C)C(NC(=O)c1ccccc1F)C(=O)NCCc1ccccn1 (stereo not drawn)	-1	5	0	3	-0.3	-0.2	-6	-1.3	-2.5
Cc1ccccc1-n1ncc2c1CC(C)(C)CC2NC(=O)CN1CCCC1=O (stereo not drawn)	7	9	13	2	-2.9	-2.3	-5	0.2	1.2
CCOC(=O)Cc1c(C)nc2cc(-c3ccc(C)cc3)[nH]n2c1=O	7	7	13	19	-1.6	1.3	-5	0.5	-3.2
Cc1cccnc1NC(=O)CN1C(=O)COc2ccc(Cl)cc21	4	15	-5	4	1.3	0.3	?	-0.7	0.1
COc1ccc(NC2CCCN(C(=O)c3c(C)noc3C)C2)cc1 (stereo not drawn)	-6	6	14	1	0.8	-0.6	2	-1.0	0.1
Cc1ccc(C)c(NC(=O)CCC(=O)NNS(=O)(=O)c2ccc(Cl)cc2)c1	6	4	-3	2	1.6	-2.5	-4	2.1	-0.5
COc1c(C)cc(C(=O)C2CCCN(C(=O)C3=C(C)OCCO3)C2)cc1C (stereo not drawn)	10	19	-9	3	-0.9	12	2	0.2	0.6
NCCc1nnc(SCc2ccccc2F)o1	-7	-9	1	0	2.5	0.7	-12	-1.9	-3.1
Cc1cc(C(C)(C)C)oc1C(=O)N(CC(=O)NC1CCCC1)Cc1ccc(Cl)cc1	2	0	-17	4	2.9	0.4	-13	-0.3	-4.1
Cc1cc(N)n(-c2ncnc3scc(-c4ccc(Cl)cc4)c23)n1	5	3	-7	1	-2.3	0.2	-15	-0.1	-1.4
CCOC(=O)C(=CNc1cc(C)ccc1-n1cccc1)C(=O)OCC	0	21	-2	9	0.7	-0.3	.	.	-3.7
CN1CCC(C)(C(=O)Nc2ccc3c(c2)OCCO3)C1 (stereo not drawn)	-7	8	7	-2	.	-1.0	-11	-0.5	-2.5
COc1cccc(CN2CCN(C(=O)c3ccco3)CC2)c1	-3	-8	-14	-2	0.1	-0.7	6	-1.7	-3.9
Cc1cccc(NC(=O)N2CCC(c3nc4ccccc4o3)CC2)c1	1	8	-7	0	4.3	0.7	-2	0.0	-0.9
O=C(c1c[nH]c2ccc(S(=O)(=O)N3CCOCC3)cc2c1=O)N1CCCC1	-2	4	-9	25	1.0	-1.1	-6	-0.9	-0.9
Cc1ccccc1NCC(=O)N/N=C/C(Br)=C/c1ccccc1	-8	21	0	1	-2.0	-2.1	2	1.3	2.7

Other results
SMILES	PrPC surface inh	GDH-TPI inh	CCHFV vOTU inh	FBA Mtb inh	Mtb UGM inh	BioA inh	BoNT F protease	BoNT A protease	FadD28 binding
CCC(C)Sc1nc2ccccc2n1CC(=O)O (stereo not drawn)	0	8	-9	0	-1.5	-2.0	-4	0.2	-3.3
Cc1c(Cl)cccc1N/C(SCC(=O)N1CCCCCC1)=C(/C#N)c1nc2ccccc2s1	-1	2	-3	-5	5.0	-2.2	-11	-0.6	-3.4
CCOC(=O)N1CCN(c2nc3c(C)cccn3c(=O)c2C=O)CC1	0	9	8	2	-3.4	0.5	?	2.3	.
COc1ccc(Cl)cc1C(=O)NNC(=O)c1cccs1	7	11	-17	4	0.8	-0.9	-3	-0.5	1.1
O=C(NN1CCOCC1)c1cc(-c2cccc(Cl)c2)nc2ccccc12	.	17	.	-1	-0.4	.	0	0.1	-0.4
COc1ccccc1C(=O)NC(CCSC)C(=O)NCC(c1ccccc1OC)N1CCCC1 (stereo not drawn)	0	-8	-4	3	-0.2	-1.9	2	0.2	-2.2
COC(=O)CSc1[nH]c2ccc(Br)cc2c1[N+](=O)[O-]	6	-4	33*	-1	0.8	.	0	0.2	0.1
Cc1ccc(-n2c(-c3ccc(Cl)cc3)n[nH]c2=S)cc1	7	9	7	7	2.1	0.6	-2	-0.7	-0.9
C[C@H](NC(=O)c1ccccc1Cl)C(=O)OCC(=O)N1CC2(C)CC1CC(C)(C)C2 (stereo partly drawn)	5	-2	-5	0	-4.3	.	0	0.3	-3.4
C=CCN(CC=C)CCOc1ccc(C)cc1[N+](=O)[O-]	-10	1	6	0	-0.2	.	-2	0.6	-5.3
Oc1ccc(C=NNc2ccccn2)c(O)c1	23	41*	24	-1	.	.	-6	-0.3	-0.1
COc1cccc(OC)c1C(=O)Nc1sc2c(c1C(N)=O)CCCC2	9	7	10	3	2.6	2.7	-28	-5.0	-3.4
NC(N)=N/N=C/c1ccccc1Cl	-1	-8	10	0	1.4	4.3	-3	0.7	-0.3
COc1cc(SC)ccc1C(=O)Nc1c(C)cccc1C	-2	0	-11	-2	0.7	.	-2	0.4	-3.4
Cc1ccc(C(=O)OCc2cn3ccccc3n2)cc1	11	-6	5	4	1.4	1.9	7	0.0	-0.9
CCN1CCN(C(CNS(=O)(=O)c2ccc(C)cc2)c2ccccc2)CC1 (stereo not drawn)	-14	3	4	4	.	1.3	-1	0.3	-2.9
Cc1cccc(-n2c(N)c(C(=O)N3CCN(C)CC3)sc2=S)c1	-9	11	-2	0	3.1	1.8	-3	0.3	-1.9
CNC(=S)NNC(=O)c1cc(C(C)(C)C)nn1Cc1ccc(F)cc1	0	-7	-10	2	3.2	.	0	0.0	-3.2
COc1ccc(OC)c(-c2c3cc(O)c(=O)cc-3oc3cc(O)c(O)cc23)c1	.	13	.	-8	5.3	.	-57	-3.1	102*
CCn1cc(C(=O)NCCc2ccc(Cl)cc2)c(=O)c2ccc(C)nc21	-6	7	-4	-4	.	.	-12	-2.8	-2.1
Cc1cccc(C)c1NC(=S)NC(=O)c1cccc(Cl)c1	4	.	2	2	.	.	-1	0.5	-4.6
CN(C)S(=O)(=O)c1ccc(NC(=O)COC(=O)c2n[nH]c3ccccc23)cc1	0	6	-6	11	0.5	.	0	0.4	-1.9
CC(=O)Nc1ccc(S(=O)(=O)N(Cc2ccccc2)c2ccccc2F)cc1	0	-3	5	-1	0.7	.	-27	-4.6	-0.6
Cc1ccc(C)c(N2CCN(S(=O)(=O)CC34CCC(CC3=O)C4(C)C)CC2)c1 (stereo not drawn)	-8	-6	18	-1	0.6	6.9	6	2.2	-0.4
CCOc1ccc(N2C(=O)CC(N(Cc3ccco3)C(C)=O)C2=O)cc1 (stereo not drawn)	6	-1	-7	0	-1.5	.	-5	-0.2	-3.3

12 entries out of the list, arranged by SMILES length, rising:
SMILES	PrPC surface inh	GDH-TPI inh	CCHFV vOTU inh	FBA Mtb inh	Mtb UGM inh	BioA inh	BoNT F protease	BoNT A protease	FadD28 binding
NC(N)=N/N=C/c1ccccc1Cl	-1	-8	10	0	1.4	4.3	-3	0.7	-0.3
Oc1ccc(C=NNc2ccccn2)c(O)c1	23	41*	24	-1	.	.	-6	-0.3	-0.1
CCC(C)Sc1nc2ccccc2n1CC(=O)O (stereo not drawn)	0	8	-9	0	-1.5	-2.0	-4	0.2	-3.3
Cc1ccc(C(=O)OCc2cn3ccccc3n2)cc1	11	-6	5	4	1.4	1.9	7	0.0	-0.9
COc1cc(SC)ccc1C(=O)Nc1c(C)cccc1C	-2	0	-11	-2	0.7	.	-2	0.4	-3.4
COc1ccc(Cl)cc1C(=O)NNC(=O)c1cccs1	7	11	-17	4	0.8	-0.9	-3	-0.5	1.1
Cc1cccc(C)c1NC(=S)NC(=O)c1cccc(Cl)c1	4	.	2	2	.	.	-1	0.5	-4.6
Cc1cccc(-n2c(N)c(C(=O)N3CCN(C)CC3)sc2=S)c1	-9	11	-2	0	3.1	1.8	-3	0.3	-1.9
CNC(=S)NNC(=O)c1cc(C(C)(C)C)nn1Cc1ccc(F)cc1	0	-7	-10	2	3.2	.	0	0.0	-3.2
CCN1CCN(C(CNS(=O)(=O)c2ccc(C)cc2)c2ccccc2)CC1 (stereo not drawn)	-14	3	4	4	.	1.3	-1	0.3	-2.9
CN(C)S(=O)(=O)c1ccc(NC(=O)COC(=O)c2n[nH]c3ccccc23)cc1	0	6	-6	11	0.5	.	0	0.4	-1.9
Cc1c(Cl)cccc1N/C(SCC(=O)N1CCCCCC1)=C(/C#N)c1nc2ccccc2s1	-1	2	-3	-5	5.0	-2.2	-11	-0.6	-3.4

Carrying on.
SMILES	PrPC surface inh	GDH-TPI inh	CCHFV vOTU inh	FBA Mtb inh	Mtb UGM inh	BioA inh	BoNT F protease	BoNT A protease	FadD28 binding
C/C(Cl)=C/CSc1nn2c(=O)c3ccccc3nc2s1	-4	-11	19	3	-0.3	1.7	1	0.3	-5.5
O=c1cnnc(N/N=C/c2c[nH]c3ccccc23)[nH]1	1	14	0	0	4.9	-0.6	0	-1.0	1.3
CCOC(=O)C1CCN(C(=O)COC(=O)c2ccc(Br)o2)CC1	-2	7	8	-18	0.5	-0.4	-20	1.0	-0.7
Cc1cc(=O)oc2cc(NC(=O)c3cccc(S(C)(=O)=O)c3)ccc12	11	21	-17	34*	1.8	-3.4	-2	-0.6	-2.4
CC(C)CN1C(=O)c2ccc(NC(=O)C3CC3)cc2C1=O	3	0	-14	6	-0.2	-0.4	-5	-0.8	0.3
COc1ccccc1CCNC(=O)C(=O)NCC1OCCN1S(=O)(=O)c1ccc(Cl)cc1 (stereo not drawn)	3	-5	-1	0	0.2	0.5	-7	-0.6	-1.4
CCOC(=O)CN1N=C(/C=C/c2ccc(C)cc2)CCC1=O	-5	31	12	1	1.7	-0.8	2	0.2	-1.4
COC(=O)c1ccc(C(=O)OC)c(=O)[nH]1	-1	7	-29	62*	-1.3	-1.2	-14	-4.8	-0.1
CC(=O)[C@@]1(O)CCC2C3CC=C4C[C@@H](O)CC[C@]4(C)C3CC[C@@]21C (stereo partly drawn)	5	9	-7	-2	-2.2	-0.9	-8	-0.8	-0.4
CCN(CC)CCCn1c2c(c(SCC(=O)Nc3cc(C)on3)nc1=O)CCC2	-5	-6	-6	1	-1.4	1.7	?	1.4	0.0
O=C(NCc1ccccc1)c1cccc(NC(=O)C2CCCCC2)c1	5	-20	-1	0	.	-0.6	-2	0.1	-6.1
